IL1B secr inh: inhibitors of inflammasome signaling (IL-1 beta secretion); hit rate 4.7% among 360,000; THP-1 LPS/ATP IL-1B secretion, AlphaLISA, 16 h; hits give low values; activity change, % at 57.5 µM; AID 743279; in the data active = activity change below about -50%; inconclusive = mostly about -30% to -49%; note: % is set by controls: 0 for no effect and ±100 for the full control effect
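THP-1 cells pretreated 1 hr with compounds (up to 57.5 uM final), then stimulated with LPS (250 ng/mL final) plus ATP (1.25 mM final); secreted IL-1B measured by AlphaLISA after 16 hr, decreased signal indicating inhibition.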
ATXN2 expr inh: reduces ATXN2 reporter expression in HEK-293 cells; Potency, µM (series often up to 57 µM), for the others: at the highest dose activity change, negative = inhibition, usual class: inhibitors; HEK-293 ATXN2-luciferase reporter, luminescence, 24 h; hit rate 0.72% among 360,000; note: potency is the fitted concentration of half-maximal effect; % is set by controls: 0 for no effect and ±100 for the full control effect; nearly all actives have a fitted effect of over 55% in size
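ATXN2-luciferase reporter cells (luciferase flanked by upstream and downstream ATXN2 gene portions) were treated 24 h at 37 °C with compounds at up to 57 uM. SteadyGlo luminescence gave expression; GF-AFC fluorescence gave viability.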
SW480 rereplic: induces DNA re-replication in SW480 colon adenocarcinoma cells. SW480 DNA re-replication, Hoechst DNA content imaging, 48 h. Potency, µM (doses to about 46.1 µM), for inactives: at the top dose re-replication activation, hits mostly activators. hit rate 1.8% among 340,000. AID 624297; note: potency is the fitted concentration of half-maximal effect; % of control where 0% means no effect; nearly all actives have a fitted effect of over 55% in size
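Cells (250 per well) received 23 nL compound or DMSO by pin tool and were kept 48 hr at 37 C, 5% CO2. Nuclei were then stained with Hoechst for 40 min and scanned for DNA content.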
KB-V1 MDR tox: KB-V1 MDR subline cytotoxicity. Potency, µM (top dose mostly 46.1 µM), without a hit: top-dose activity change, negative = cytotoxicity, hits mostly cytotoxic. AID 1347076. hit rate 3.4% among 400,000. KB-V1 MDR cells viability, CellTiter-Glo, 72 h; note: potency is the fitted concentration of half-maximal effect; % is set by controls: 0 for no effect and ±100 for the full control effect; nearly all actives have a fitted effect of over 60% in size
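Compound-treated KB-V1 multidrug-resistant cells, 72 h, 37 degrees C; viability by CellTiter-Glo. Fitted qHTS curves give the values.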
KB-3-1 tox: KB-3-1 parental cell cytotoxicity | KB-3-1 viability, CellTiter-Glo ATP luminescence, 72 h | AID 1347075 | Potency, µM (series often up to 46.1 µM), for the others: at the top dose activity change, negative = cytotoxic, most hits filed as cytotoxic | hit rate 1.4% among 400,000; note: potency is the fitted concentration of half-maximal effect; % is set by controls: 0 for no effect and ±100 for the full control effect; nearly all actives have a fitted effect of over 60% in size
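Cells are dispensed, compounds pinned in, plates held at 37 °C for 72 h, then CellTiter-Glo is added and luminescence read after 10 minutes. Cell line: parental KB-3-1 in phenol-red-free DMEM, 10% FBS.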
HT1080-NT tox: kills 2HG-producing HT-1080-NT fibrosarcoma cells; HT-1080-NT fibrosarcoma viability, CellTiter-Glo ATP luminescence, 48 h; Potency, µM (doses to about 46.1 µM), for inactives: at the top dose activity, negative = less viability, actives largely listed as cytotoxic; hit rate 1.6% among 360,000; AID 686970;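 note: NT is the 2HG producing partner of a matched IDH1 knockdown line; potency is the fitted concentration of half-maximal effect; 0% = DMSO-treated cells and -100% = media-only wells without cells; nearly all actives have a fitted effect of over 55% in size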
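Toxicity toward the 2HG-producing NT line was scored as %Activity, normalised to DMSO and no-cell wells, from CellTiter-Glo luminescence after 48 hours' treatment.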
S2 tox: viability counter-screen for ATXN expression inhibitors; Potency, µM (titrated, usually from 56.7 µM), hits mostly cytotoxic; hit rate 0.49% among 400,000; AID 651635; S2 cells (HEK-293 line with an ATXN2-luciferase reporter) viability, CellTiter-Fluor protease fluorescence, 24 h; note: potency is the fitted concentration of half-maximal effect; nearly all actives have a fitted effect of over 40% in size
HT1080 IDH1KD tx: kills HT-1080 cells with IDH1 knockdown | HT-1080 IDH1 knockdown viability, ATP luminescence, 48 h | hit rate 2% among 360,000 | AID 686971 | Potency, µM (titrated, usually from 46.1 µM), for the others: at the highest dose activity, negative = toxicity, hits mostly cytotoxic;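 note: potency is the fitted concentration of half-maximal effect; 0% = DMSO wells and -100% = cell-free medium wells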
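HT-1080-IDH1KD cells (IDH1 knocked down), 750/well in RPMI with 5% FBS, treated with compound 48 h at 37 degrees C. Viability by CellTiter-Glo luminescence, normalised to DMSO and no-cell wells; concentration-response curves classed.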
MCF10A rereplic: inducers of DNA re-replication in MCF 10A breast cells | MCF 10A DNA re-replication, Hoechst nuclear intensity, 48 h | Potency, µM (top dose mostly 46.1 µM), inactives show at the top dose activity, positive = re-replication, hits mostly activators | hit rate 2.9% among 350,000 | AID 624296; note: potency is the fitted concentration of half-maximal effect; % of control where 0% means no effect; nearly all actives have a fitted effect of over 50% in size
Active calls of the source: *; i = inactive; u = inconclusive; x = not tested or not shown; [ ] = remark or other dose. Unless noted, calls come from the whole dose curve; as a rule, active = well fitted curve in the direction sought with a large enough effect; inconclusive = small, poorly fitted or top-dose-only effect, or another doubt; inactive = no such curve, though single readings can be large; an effect the other way counts as inactive or inconclusive.

Values run as follows: IL1B secr inh, MCF10A rereplic, ATXN2 expr inh, S2 tox, KB-V1 MDR tox, KB-3-1 tox, HT1080-NT tox, SW480 rereplic, HT1080 IDH1KD tx
- COc1cccc(OC)c1C(=O)Nc1cc(C)on1
    1, -3%, -2%, i, u, u, 8%, -1%, 12%
- Cn1cnnc1SCC(=O)Nc1ccc(Oc2ccccc2)cc1
    -14, 6%, 6%, i, x, x, 0%, -1%, -9%
- COc1ccccc1N1CCN(CC(O)COCCOc2ccc(Br)cc2)CC1 (stereo not given)
    0, u, -27%, i, u, 0%, -27%, 2%, u
- CCN(CC)C1CCN(C(=O)CCc2nnc(CCCCc3ccccc3)o2)C1 (stereo not given)
    -3, -1%, -35%, i, -17%, 2%, 0%, -2%, 0%
- Cc1sc2ncn(CC(=O)NCC3COc4ccccc4O3)c(=O)c2c1S(=O)(=O)N1CCCCC1 (stereo not given)
    11, 20%, 9%[11.3 µM], x, u, -14%, 4%, 0%, -6%
- O=C1[C@H]2C(c3ccccc3)=NN(c3ccccc3)[C@H]2C(=O)N1c1ccccc1
    28, 0.65µM*, -2%, x, -24%, u, -7%, -79%[inhibitor], -6%
- O=S(=O)(NC1CCCCC1N1CCN(c2ccc(F)cc2)CC1)c1ccccc1 (stereo not given)
    19, 26µM*, x, i, 4%, -9%, 0%, 3%, -11%
- O=C(Nc1ccccc1F)c1ccc(CN2CCc3ccccc3C2)cc1
    0, u, 8%, i, 21µM*, 9.2µM*, -1%, u, -14%
- Cc1c(NC(=O)CSCc2ccc(Cl)cc2Cl)cccc1C(=O)O
    5, -1%, -8%, i, -14%, -7%, 18%, -4%, 17%
- Cc1ccc(C)c(NC(=S)NC(=O)c2cncc(Br)c2)c1
    8, 1%, -13%, i, -2%, -1%, 1%, 1%, -6%
- CCN(CC)CCCNCC(=O)Nc1cc(C)on1
    -9, 10%, -5%, i, u, 12%, 11%, -7%, 9%
- O=C(Cc1ccc(NC(=O)C2CCN(C(=O)c3ccccc3)CC2)cc1)Nc1cccc(C(=O)N2CCCCC2)c1
    1, -2%, 2%, i, 16%, 6%, 9%, -7%, 0%
- COc1ccc(-c2cc3c(=O)n(CC(=O)Nc4cc(F)ccc4F)ccn3n2)cc1OC
    x, x, 7%, i, 3%, u, x, x, x
- O=C(O)c1ccccc1C(=O)N1CCN(Cc2ccc3c(c2)OCO3)CC1
    29, 7%, 4%, i, 5%, 13%, 18%, 3%, 18%
- Cc1cc(Cl)ccc1OC(C)C(=O)Nc1cnn(CCCC(=O)O)c1 (stereo not given)
    13, 3%, 5%, i, 15%, -2%, 8%, -1%, 9%
- CCN(CCO)Cc1csc2ccc(Cl)cc12
    13, 19%, 7%, u, 1%, 16%, 17%, 4%, 17%
- CCCCn1c(NC(=O)c2ccc(Br)o2)c(S(=O)(=O)c2ccccc2)c2nc3ccccc3nc21
    1, 18µM*, -20%, i, u, u, 7%, u, -20%
- Cc1ccc2c(c1)c1nnc(SCC(=O)N3CCCc4ccccc43)nc1n2CC(=O)O
    14, 0%, 1%, i, 11%, 21%, 20%, -32%[inhibitor], 22%
- O=C1CC(N2CCSCC2)C(=O)N1c1ccccc1 (stereo not given)
    -1, 20%, 1%, i, -11%, 26%, 2%, -7%, 5%
- COc1ccccc1N1CCN(S(=O)(=O)CCNC(=O)c2cc(OC)c(OC)c(OC)c2)CC1
    68, u, x, u, -2%, 6.5µM*, u, u, u
- CCCCn1nc(C(=O)N(CC(C)C)c2c(N)n(CCCC)c(=O)[nH]c2=O)c2ccccc2c1=O
    -5, 0%, 2%, i, -4%, u, 8%, -5%, 8%
- COc1ccc(C(=O)CCC(=O)Nc2ccc(N3CCCCC3)cc2)cc1OC
    -1, 9%, -3%, i, -12%, -2%, -13%, 7%, -19%
- Cc1nn(-c2ccccc2)c(N2CCCC2)c1/C=N/Nc1ccc(S(=O)(=O)Nc2ccccc2)cc1[N+](=O)[O-]
    33, u, u, x, -26%, u, -16%, -10%, -7%
- CCN(CC)C(=O)CSc1nnc(-c2ccco2)o1
    -6, -9%, 22%, i, 0%, -1%, -6%, -5%, -7%
- COc1ccc(C(C)(C)C)cc1NC(=O)C1CCCO1 (stereo not given)
    24, -14%, 6%, i, -7%, -29%, -2%, u, -2%
- COc1ccc(OC(=O)c2c(C)nn(-c3ccccc3)c2C)cc1
    -7, 15%, 2%, i, 0%, -2%, -4%, -2%, -10%
- O=C(N/N=C\c1coc2ccccc2c1=O)c1ccco1
    x, -17%, -16%, i, -1%, 4%, 10%, u, 14%
- COc1ccc2nc(/N=C/c3c(C)[nH]n(-c4ccc(C)cc4C)c3=O)sc2c1
    14, -8%, 24%, i, 0%, 13%, -8%, -3%, -7%
- CN1C(=O)NC(c2ccc(C(F)(F)F)cc2)C2=C1CC(C)(C)CC2=O (stereo not given)
    -11, 1%, x, i, -2%, -10%, -3%, -2%, 1%
- CCN(CC(=O)NCc1ccc(F)cc1)C(=O)C1CCN(S(=O)(=O)c2ccc(C(C)C)cc2)CC1
    -27, 8%, -10%, i, u, -4%, -2%, -3%, -2%
- CCCN(CC(=O)Nc1ccccc1C)C(=O)CCCNC(=O)c1ccc(Cl)cc1
    -1, 0%, 0%, i, u, 17%, 1%, -5%, 5%
- CC(/C=N/NC(=O)c1cc(-c2ccccc2)nc2ccccc12)=C\c1ccco1
    -12, u, 8%, i, 7.3µM*, 4.1µM*, u, 8.2µM*, u
- CCOC(=O)N1CCN(C(=O)c2cccc(N3C(=O)NC4CC3(C)Oc3ccc(Cl)cc34)c2)CC1 (stereo not given)
    8, 16µM*, -24%, i, -7%, u, 7.3µM*, 13µM*, 7.3µM*
- CCc1nnc(NC(=O)[C@@H](NC(=O)c2cccc(S(=O)(=O)N3CCOCC3)c2)C(C)C)s1
    -29, -2%, -1%, i, -5%, -4%, -7%, -2%, -1%
- Cc1cc(C)cc(NC(=O)CSCc2cc(=O)c3ccc(C)c(C)c3[nH]2)c1
    x, x, -2%, i, -17%, 1%, x, x, x
- O=C(c1cc(-c2cccc(O)c2)on1)N1CCCC1
    -15, -4%, -7%, i, 19%, -25%, -2%, -10%, 2%
- CCCCN(CCCNc1ncnc2nc[nH]c12)c1ccccc1
    21, 10%, u, u, u, -14%, -4%, 2%, -8%
- CCOC(=O)[C@]12CCC=C1N(Cc1ccc3c(c1)OCO3)C(=O)[C@H](CC(=O)NCCCOC)C2
    24, x, 10%, i, 0%, 2%, 16%, x, 13%
- CCN1C(=O)[C@@H]2[C@@H](c3ccc(-c4ccc(OC)cc4)c(OC)c3)N3CCCC[C@@]3(C(=O)OC)[C@@H]2C1=O
    -5, -20%, -5%, i, 10%, 0%, -6%, u, -8%
- CC(C)c1nn2c(=O)cc(COC(=O)C3CCCCC3)nc2s1
    x, x, 0%, u, 30%, 5%, x, x, x
- COc1cccc(OC)c1NC(=O)Cn1nc(C)c2ccccc2c1=O
    9, -2%, -1%, i, 0%, 9%, 4%, 0%, 2%
- Cc1noc(COc2ccc(OCc3nc(C)no3)cc2)n1
    29, 1%, 20%, i, 0%, 27%, 6%, -4%, 21%
- COc1ccc(-c2cc(C(=O)Nc3cc(OC)c(OC)c(OC)c3)[nH]n2)c(C)c1
    -23, x, 15%, i, 0%, u, u, x, 15%
- COc1cccc(C2c3[nH]c4ccccc4c3C[C@H]3C(=O)N(CCCO)CC(=O)N23)c1OC (stereo not given in full)
    0, -2%, x, u, 20%, 0%, -1%, -4%, 0%
- CC1CCCCC1NC(=O)CN(C)S(=O)(=O)c1ccc2c(c1)CCC(=O)N2 (stereo not given)
    37, -3%, 12%, i, 11%, -2%, 4%, -2%, 12%
- O=C(Nc1nc2ccccc2[nH]1)C1CCCC1
    u, 1%, 34%[activator], i, u, u, -7%, 13%, -21%
- C[C@H](CO)N1C[C@H](C)[C@@H](CN(C)S(=O)(=O)c2cn(C)cn2)Oc2ncc(Br)cc2C1=O
    13, x, 12%, i, -1%, 0%, -17%, x, 3%
- COc1ccc(S(=O)(=O)Nc2cc3c(cc2C(C)=O)OCO3)cc1
    21, 18µM*, u, i, u, 7.3µM*, u, u, 18µM*
- Cn1c(SCc2ccc(Cl)cc2)nc(C(F)(F)F)cc1=O
    -8, 20%, 7%, i, 16µM*, u, 3%, -3%, -23%
- CC(=O)c1ccc(S(=O)(=O)Nc2cccc(-c3ccc(N4CCOCC4)nn3)c2)cc1
    -25, u, -17%, i, -5%, -13%, u, -3%, -26%

Additional records.
Values run as follows: IL1B secr inh, MCF10A rereplic, ATXN2 expr inh, S2 tox, KB-V1 MDR tox, KB-3-1 tox, HT1080-NT tox, SW480 rereplic, HT1080 IDH1KD tx
- CC(=O)N1CCc2cc(S(=O)(=O)C(C)CC(=O)Nc3ccc(OC(F)(F)F)cc3)ccc21 (stereo not given)
    20, 10%, 0%, i, 8%, -19%, -8%, 7%, -18%
- CCn1c(-c2ccccc2Cl)nn(CC(=O)Nc2cc(Cl)ccc2Cl)c1=S
    0, u, -25%, i, 0%, u, 0%, -4%[9.22 µM], -23%
- CCOC(=O)c1c(C)c(-c2ccccc2)n(CC(=O)Nc2cccc(F)c2)c1C
    x, x, 1%, i, 0%, 11%, x, x, x
- CC(C)(C)NC(=O)CSc1nnc(-c2ccccn2)n1Cc1ccccc1
    2, 1%, 5%, i, -12%, -1%, 2%, -15%, 2%

Records listed so far that bear a hit mark in SW480 rereplic.
mol,IL1B secr inh,SW480 rereplic
CC(/C=N/NC(=O)c1cc(-c2ccccc2)nc2ccccc12)=C\c1ccco1,-12,8.2µM*
CCOC(=O)N1CCN(C(=O)c2cccc(N3C(=O)NC4CC3(C)Oc3ccc(Cl)cc34)c2)CC1 (stereo not given),8,13µM*

Assay outcomes (PubChem BioAssay)
